TcdB GH inh – blocks C. difficile toxin B glycohydrolase activity. inhibition, % at 9.99 µM. hit rate 0.24% among 350,000. TcdB glycohydrolase enzymatic assay, plate reader; in the data active means inhibition above about 10%
SSB-PriA inh – K. pneumoniae PriA-SSBct interaction inhibition; AlphaScreen SSBct-PriA binding, biotinylated peptide; inhibition, % at 33 µM; hit rate 0.6% among 430,000; AID 1272365; in the data active means inhibition mostly above about 37%, no sharp cut-off; inactive means mostly below about 20%;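 further: plate controls were negative control peptide for no effect and reference peptide for full effect; strong numbers were not always called active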
Y pestis TopoI – inhibitors of Yersinia pestis topoisomerase I. hit rate 0.064% among 360,000. activity, % at 10 µM. Y. pestis Topo-I cleavage product accumulation, plate reader. AID 504884; in the data active means activity above about 50%, passing the limit was not always enough; inconclusive means no clear call, values can overlap the other calls; further: inactives centre near 2
BoNT A protease – BoNT A light chain protease inhibition | AID 588499 | hit rate 0.17% among 360,000 | inhibition, % at 10 µM | multiplex microsphere protease substrate cleavage, flow cytometry; further: plate controls were buffer without enzyme for full effect and enzyme alone for no effect
CCHF vOTU inh – blocks the CCHF virus ovarian tumor domain protease; AID 651958; inhibition, % at 11.5 µM; CCHFV vOTU protease, Pep-AMC fluorescence; hit rate 0.55% among 370,000; in the data active means inhibition above about 30%; further: 0% = vehicle wells with enzyme and 100% = no enzyme wells
Anthrax LF prot – blocks Bacillus anthracis lethal factor protease. P15917. multiplex microsphere protease cleavage assay, LF. inhibition, % at 10 µM. hit rate 0.12% among 360,000. AID 588501; further: plate controls were buffer without enzyme for full effect and enzyme alone for no effect
Target sequence (P15917 whole entry, looked up): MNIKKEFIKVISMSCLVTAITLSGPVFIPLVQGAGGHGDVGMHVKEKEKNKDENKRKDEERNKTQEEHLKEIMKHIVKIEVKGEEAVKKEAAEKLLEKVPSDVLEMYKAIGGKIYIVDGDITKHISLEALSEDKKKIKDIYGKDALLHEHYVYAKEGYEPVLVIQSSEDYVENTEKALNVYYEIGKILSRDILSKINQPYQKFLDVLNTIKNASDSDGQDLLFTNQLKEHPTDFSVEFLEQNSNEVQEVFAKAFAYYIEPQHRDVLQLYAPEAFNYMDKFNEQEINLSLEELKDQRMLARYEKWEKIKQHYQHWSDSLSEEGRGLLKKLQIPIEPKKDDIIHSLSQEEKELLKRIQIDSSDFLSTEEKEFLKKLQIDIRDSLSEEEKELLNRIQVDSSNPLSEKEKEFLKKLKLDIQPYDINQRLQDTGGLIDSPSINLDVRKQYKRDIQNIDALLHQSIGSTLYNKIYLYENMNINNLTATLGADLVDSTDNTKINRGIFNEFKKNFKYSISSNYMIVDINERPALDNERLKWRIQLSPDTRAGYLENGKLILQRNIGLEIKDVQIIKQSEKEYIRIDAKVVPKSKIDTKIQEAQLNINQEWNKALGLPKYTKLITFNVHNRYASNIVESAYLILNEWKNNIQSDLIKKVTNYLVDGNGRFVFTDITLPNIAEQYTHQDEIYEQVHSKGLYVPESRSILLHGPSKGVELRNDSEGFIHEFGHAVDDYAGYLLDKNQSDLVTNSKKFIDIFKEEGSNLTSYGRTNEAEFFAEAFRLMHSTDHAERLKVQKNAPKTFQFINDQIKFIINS
SARS 3CLpro inh – SARS-CoV 3CLpro protease inhibition | inhibition, % at 6 µM | recombinant SARS-CoV 3CLpro, quenched FRET peptide cleavage | P0C6X7 | hit rate 0.14% among 290,000; in the data active means inhibition above about 12%
PfHsp40 rescue – compounds rescuing yeast from Plasmodium falciparum HSP40 toxicity; growth rescue, % at 12.5 µM; S. cerevisiae expressing PfHsp40, growth rescue, ATP luminescence; hit rate 0.68% among 340,000; in the data active means growth rescue above about 28%, passing the limit was not always enough; inconclusive means no clear call, values can overlap the other calls;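 further: yeast W303a lacking pdr1 and pdr3 grown in galactose medium; growth measured after three days at 30 °C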
VHR inh abs – DUSP3 (human) phosphatase inhibition; hit rate 0.52% among 290,000; inhibition, % at 13.3 µM; recombinant VHR phosphatase, pNPP absorbance; P51452; in the data active means inhibition above about 50%; further: some compounds called inactive have numbers as strong as hits
Target sequence (P51452 whole entry, looked up): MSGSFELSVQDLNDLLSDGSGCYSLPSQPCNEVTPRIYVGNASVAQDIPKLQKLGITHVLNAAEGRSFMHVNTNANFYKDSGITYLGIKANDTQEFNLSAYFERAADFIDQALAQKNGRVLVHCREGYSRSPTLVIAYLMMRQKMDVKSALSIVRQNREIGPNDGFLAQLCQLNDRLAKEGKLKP
BH1578 lux ind – quorum light induction in luxS cqsA deficient V. cholerae. V. cholerae BH1578 lux reporter, luminescence, 6 h. activation, % at 18.7 µM. hit rate 0.16% among 350,000; in the data active means activation mostly above about 9.7%, no sharp cut-off; inconclusive means no clear call, values can overlap the other calls; inactive means mostly below about 3.7%; further: not every result past the cut was called active; inactives centre near 0; reference of the scale not given here
The depositor's hits bear a star; i = inactive; ? = inconclusive; · = no result given; & = joins results of further samples. Unless noted, no stated cut-off is given here; in the data, active means inhibition above about 30%; inconclusive means no clear call, values can overlap the other calls; inactive means below that. Only part of the results is shown (hit frequency here may not be typical).

structure | TcdB GH inh | SSB-PriA inh | Y pestis TopoI | BoNT A protease | CCHF vOTU inh | Anthrax LF prot | SARS 3CLpro inh | PfHsp40 rescue | VHR inh abs | BH1578 lux ind
CCN(CC(=O)NCc1ccc(Cl)cc1)C(=O)/C=C/c1cc(OC)c(OC)c(OC)c1 | 0.9 | -4 | 10 | 1.1 | 13 | 2 | -5 | 3.0 | 5 | -3.8
Cc1ccc(N(CN2C(=O)C3C4CCC(C4)C3C2=O)C(=O)c2ccco2)cc1 (stereo unspecified) | 1.0 | 2 | 3 | -0.4 | 3 | -6 | 1 | 0.9 | 5 | -0.2
Cc1ccccc1NC(=O)Cn1nc(-c2ccccc2)nc1-c1ccccc1 | · | -7 | -7 | 0.7 | -4 | 0 | 0 | 0.0 | 24 | i
Nc1c(S(=O)(=O)c2cccs2)c2nc3ccccc3nc2n1Cc1ccccc1 | · | 1 | 5 | 1.7 | -18 | 3 | 1 | -0.3 | 15 | -1.9
CCOc1ccc(N(CC(=O)NCc2ccccc2)C(=O)Cn2nnc(-c3ccc(C)o3)n2)cc1 | 2.5 | -13 | 16 | -2.4 | 9 | 1 | 3 | 2.6 | 17 | -0.3
CCc1noc(C)c1C(=O)Nc1cc(Cl)ccc1N1CCOCC1 | 0.1 | -6 | -7 | 0.7 | 1 | 0 | · | 0.7 | · | 2.9
CCCC(=O)NNc1cc(=O)c2c(=O)n(C)c(=O)n(C)c2[nH]1 | · | -5 | -7 | -0.2 | 3 | -7 | -2 | -0.9 | -9 | i
O=C(CSc1nc(C(F)(F)F)cc(=O)[nH]1)Nc1ccc2c(c1)OCCO2 | 0.8 | 9&-19 | 3 | -0.5 | -3 | 2 | · | -0.3 | · | i
CCCn1c(SCC(=O)Nc2ccccc2N2CCCCC2)nc2c1c(=O)n(C)c(=O)n2C | 1.6 | -7 | 14 | -0.2 | -5 | -2 | -5 | 1.4 | 17 | -0.6
CCCOc1ccc(C(=O)NNC(=S)NC(=O)c2cc(-c3ccc(Cl)cc3)nc3ccccc23)cc1 | · | -1 | -5 | 1.1 | 5 | 4 | 4 | 3.3 | 26 | i
CCOC(=O)C1(Cc2ccccc2)CCN(Cc2csc(C(C)=O)c2)CC1 | 1.3 | 1 | 26 | 0.1 | 7 | -1 | 4 | -1.1 | 13 | -0.1
COc1ccc(Br)c(C(=O)Nc2cccc(S(=O)(=O)N3CCOCC3)c2)c1 | 0.9 | 1 | -12 | 2.2 | -5 | -11 | · | -0.2 | · | -1.6
CCN(CC(=O)Nc1c(F)cccc1F)C(=O)Cc1csc(-c2ccc(OC)c(OC)c2)n1 | 2.0 | 6 | 9 | · | -27 | · | · | 0.0 | · | -0.7
CCOC(=O)C1=C(C)N(c2ccccc2)C(=O)/C1=C\c1cccs1 | · | -1 | -1 | -0.3 | -8 | -6 | -1 | 0.3 | -4 | -0.5
COc1ccc(C2C([N+](=O)[O-])=C(C)N(C)C(=O)N2C)cc1OC (stereo unspecified) | 0.3 | -12 | 0 | -0.4 | 10 | -6 | -1 | -1.5 | 22 | -0.5
O=S(=O)(NCCCc1ccccc1)c1ccc(Cl)cc1 | -0.5 | -30 | 13 | -0.1 | 10 | -3 | 0 | 5.7 | 13 | -0.2
O=C(CSc1ncn[nH]1)N/N=C/c1ccc(F)cc1 | 0.3 | · | -3 | -2.5 | 10 | 0 | -2 | 0.4 | 22 | -0.5
CN(C(=O)c1ccno1)c1nnc(-c2cccnc2)s1 | 1.0 | -22 | 2 | 0.1 | 4 | -1 | -4 | -1.5 | 0 | -0.2
CCC(Oc1ccc(F)cc1)C(=O)N1CCCCCCC1 (stereo unspecified) | 3.3 | -9 | -2 | · | -8 | · | -3 | -2.1 | 2 | -0.4
Cc1ccc(-c2csc(C3=C(O)CN(NC(=O)c4ccco4)C3=N)n2)cc1 | 1.1 | 0 | -7 | 0.3 | -5 | -5 | 1 | -1.2 | 12 | -0.1
OCCNc1nc(Nc2ccccc2C(F)(F)F)nc(N2CCCC2)n1 | 0.6 | -2 | 8 | 0.1 | 9 | -6 | · | 0.0 | · | i
COc1cc2c(cc1NC(=O)c1cncc(Br)c1)oc1ccccc12 | · | -4 | 8 | 0.4 | 10 | -1 | -4 | -0.3 | 6 | i
Cc1c(C#N)c(NC(=O)CCl)n(Cc2ccc(F)cc2)c1C | 1.6 | -11 | 8 | -0.9 | -6 | -5 | 1 | 0.5 | 16 | i
COc1ccc(C(=O)CC(=O)C(=O)NCCc2cccc(C)c2)cc1 | · | 8 | -6 | 0.0 | 31* | -1 | 0 | 1.4 | -4 | -0.4
COc1cccc(C(=O)OCC(=O)NC2CCCc3ccccc32)c1O (stereo unspecified) | -0.2 | -7 | -6 | -4.5 | -2 | -2 | · | 0.0 | · | i
COc1ccc(C)cc1NC(=O)c1sc2ncn(CC(=O)N3CCCCC3)c(=O)c2c1C | 1.1 | -9 | 1 | -1.0 | -13 | -2 | -4 | -0.9 | -2 | -0.4
CS(=O)(=O)N(CCc1ccccc1)CC(=O)N1CCN(c2ccccc2F)CC1 | · | -14 | 20 | 0.3 | 3 | -4 | 0 | 0.7 | 10 | i
O=C(Oc1ccccc1N1CCOCC1)c1sccc1Br | 2.3 | -10 | 6 | -13 | -7 | -8 | 3 | -1.1 | 27 | i
COc1cc(NC(=S)NC(=O)c2ccc(F)cc2)ccc1NC(=O)c1ccco1 | · | -16 | 9 | 0.6 | -7 | 2 | 1 | 0.8 | 2 | -2.7
CCN1CCN(c2nc3ccccc3s2)CC1 | 1.2 | -9 | -1 | ? | · | 1 | -1 | -0.5 | 26 | i
Cc1nc(Nc2cccc(F)c2)c2oc3ccccc3c2n1 | 1.6 | -15 | -8 | -8.2 | -12 | -8 | -2 | 1.2 | 14 | -0.4
CCOCC(O)CS(=O)Cc1ccccc1 (stereo unspecified) | · | -2 | -3 | -6.5 | -16 | -4 | -7 | 0.0 | 7 | i
CN(C)S(=O)(=O)c1cccc(NC(=O)C2Cc3ccccc3CN2C(=O)c2ccco2)c1 (stereo unspecified) | 0.3 | 0 | 9 | 1.7 | 1 | -4 | -6 | -1.8 | 7 | 0.0
O=C(N/N=C/c1c(O)ccc2ccccc12)c1ccc(CO)nc1 | -7.8 | · | -20 | 15 | 6 | 6 | -6 | 18 | 25 | i
COc1cc(C(=O)NC2CCN(CC(=O)NC3CCCCC3C)CC2)cc(OC)c1OC (stereo unspecified) | 0.2 | -1 | 2 | -6.6 | 1 | 7 | -2 | 0.0 | 4 | -0.4
CCc1nnc(NC(=O)CCS(=O)(=O)c2ccc(C)cc2)s1 | 0.2 | -14 | 15 | 1.2 | -10 | -4 | · | 0.2 | · | i
CN(C)c1ccc(NC(=O)CSc2nc3ccccc3c(=O)n2C2CCCCC2)cc1 | · | 51 | 3 | -0.7 | -5 | -3 | 2 | 1.8 | 14 | -2.2
Cc1ccc(N=C2NC(=O)/C(=C/C=C/c3ccco3)S2)cc1 | -1.0 | 1 | 6 | 2.8 | 6 | -1 | 3 | 0.0 | -2 | -0.3
O=C(NCCC1=CCCCC1)C1CCN(Cc2cnn(-c3ccccc3)c2-n2cccc2)CC1 | · | -7 | 11 | 0.1 | 3 | -2 | 1 | -1.3 | 29 | i
Nc1nncn1C(=O)c1ccc(Cl)cc1Cl | 2.5 | -5 | 8 | -0.6 | -8 | -2 | -1 | 1.2 | 22 | -0.4
O=C(Nc1cccnc1)c1ccccc1Cl | 1.0 | 3 | -4 | -1.3 | -8 | -6 | -1 | 0.3 | 10 | i
CC12CCC(C(=O)Nc3cccc(Cl)c3Cl)([C@H](Br)C1=O)C2(C)C (stereo partly specified) | 6.4 | 1 | 7 | -0.2 | -1 | -9 | 3 | -0.4 | -3 | -0.2
Nc1ccc(Cc2ccc(N)cc2)cc1 | 2.7 | 8 | -1 | -0.3 | -7 | 12 | · | -0.8 | · | 0.8
CN1CCc2c(sc(N)c2C(=O)O)C1 | 0.5 | -9 | 3 | 2.8 | 9 | -4 | -7 | 1.2 | 20 | 0.1
CCN(CC)S(=O)(=O)c1cc(C(=O)OCC(=O)Nc2c(F)cccc2F)ccc1F | 0.4 | -21 | 3 | 0.2 | -10 | 0 | 6 | 0.9 | 2 | i
O=C1c2ccccc2C(=O)c2c1cccc2N1CCCC1 | 1.1 | 100 | 1 | 2.2 | 75* | -10 | -1 | 0.4 | 0 | -1.3
COc1ccccc1C(=O)Nc1c[nH]c(=O)[nH]c1=O | 0.6 | -2 | -5 | -0.3 | -3 | -6 | 1 | -0.9 | -9 | 0.0
CCCCOc1ccc(C(=O)C(CN2CCOCC2)c2ccccc2)cc1 (stereo unspecified) | · | -7 | 25 | -1.6 | 8 | -9 | 3 | 3.0 | 8 | -1.4
Cc1ccc(NC(=O)CN(c2ccccc2)S(=O)(=O)N(C)C)cc1C | · | -6 | -1 | -0.2 | 9 | 2 | -1 | 0.1 | 13 | -2.2
O=c1onc(-c2c(F)cccc2F)n1-c1ccccc1Cl | 1.1 | -9 | 2 | -3.4 | -12 | 2 | -1 | -0.8 | 14 | -0.9
CC(OC(=O)CN1C(=O)C2CC=CCC2C1=O)C(=O)Nc1ccc(F)cc1Cl (stereo unspecified) | 0.1 | -9 | 10 | 0.4 | 0 | -3 | 3 | -1.8 | 26 | -12
CC(C)(C)C1CCC2(CC1)NC(CO)(CO)CO2 (stereo unspecified) | · | -11 | -2 | 0.5 | -9 | 2 | 1 | -1.2 | 25 | i
CCc1nc2ccc(C(=O)NCc3ccccc3OC)cn2c1N(C=O)CCC(C)C | 1.0 | · | -6 | -1.1 | 9 | -1 | · | · | · | -0.1
Cn1c(COc2ccc3ccccc3c2)nnc1SCC(=O)OC1CCCCC1 | · | -9 | 6 | 0.1 | 2 | 0 | 2 | 49* | 30 | ·
O=C(CCNC(=O)c1ccccc1)NCc1ccccc1F | -0.8 | 12 | 15 | -0.4 | -1 | -6 | · | 0.8 | · | i
COc1cccc(NC(=O)NC2CCN(CC(=O)Nc3ccccc3[N+](=O)[O-])CC2)c1 | 2.4 | 0 | 22 | -1.6 | 2 | -3 | 0 | -0.6 | 36 | -0.3
COc1ccc(-c2noc(CCC(=O)NCCN3CCN(c4ccccc4F)CC3)n2)cc1 | · | 1 | -5 | 0.7 | 10 | 2 | 6 | 1.7 | -32 | i
COC(=O)c1nn(-c2cccc(C)c2)c2nnc(Cc3ccc(C)cc3)c(=O)n12 | · | -4 | 6 | -0.7 | 3 | -3 | -5 | -1.0 | 5 | i
CSc1nc(C)cc(C)c1S(=O)(=O)c1ccccc1C | · | -9 | 21 | 0.0 | 7 | 0 | -6 | 0.2 | 13 | i
O=C1c2ccccc2C(O)N1Cc1ccc2c(c1)OCO2 (stereo unspecified) | 4.4 | -3 | 3 | -1.1 | 1 | -14 | -2 | 0.4 | -4 | -1.1
COc1cc(NC(=O)C2CCC(CNc3c(N4CCC(C)CC4)c(=O)c3=O)CC2)cc(OC)c1 (stereo unspecified) | 1.3&1.2 | 3&-8 | 10&24 | 0.6&-1.0 | -7&-3 | -8&-1 | 4 | 2.1&-1.1 | 4 | -0.3

Source: PubChem (several laboratories)
